TNAP inh no acc: human TNAP enzyme inhibitors, primary screen, biochemical, luminescent, no phosphate acceptor, uHTS | actives 0.26% (n = 200,000) | purified TNAP, CDP-star luminescence, 30 min | inhibition, % at 20 µM | Alkaline phosphatase, tissue-nonspecific isozyme (Homo sapiens), P05186;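 active means tissue-nonspecific alkaline phosphatase inhibition above about 50% at 20 µM in the single-dose screen, limit read from the data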;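 further: 0% = DMSO negative control and 100% = EDTA positive control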
Target sequence (P05186 whole entry, looked up): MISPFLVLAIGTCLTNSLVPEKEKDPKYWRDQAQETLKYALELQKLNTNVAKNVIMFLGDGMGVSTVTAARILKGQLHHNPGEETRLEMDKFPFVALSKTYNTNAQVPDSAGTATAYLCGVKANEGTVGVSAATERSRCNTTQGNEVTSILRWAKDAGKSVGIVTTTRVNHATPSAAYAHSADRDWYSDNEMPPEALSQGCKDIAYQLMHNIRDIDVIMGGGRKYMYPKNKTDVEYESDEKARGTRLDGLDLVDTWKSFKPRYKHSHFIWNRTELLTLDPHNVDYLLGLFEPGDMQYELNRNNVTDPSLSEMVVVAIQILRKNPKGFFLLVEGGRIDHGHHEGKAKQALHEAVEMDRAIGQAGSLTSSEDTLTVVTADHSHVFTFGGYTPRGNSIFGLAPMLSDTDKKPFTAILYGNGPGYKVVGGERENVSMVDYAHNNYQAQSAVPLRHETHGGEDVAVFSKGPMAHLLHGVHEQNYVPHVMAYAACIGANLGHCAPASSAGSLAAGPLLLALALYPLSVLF
Diaphorase act: compounds boosting diaphorase resazurin reduction – biochemical, uHTS, resorufin fluorescence, counter-screen for diaphorase-coupled primary assays, primary screen | activation factor at 20 µM | Diaphorase/resazurin coupled assay, 16 min; hits give high values; 1 = vehicle wells, 0 = NADH-free wells | actives 0.005% (n = 190,000);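 active means diaphorase activity raised at least twofold by the compound at 20 µM; inactive means activation factor below 2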
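Assay system: Purified diaphorase enzyme from Clostridium kluyveri | Amount: Enzyme 0.07 U/mL final | Dosing: Compound 20 µM once, DMSO 1% | Timing: 16 min reaction at room temperature | Detection: Fluorescence, excitation 544 nm and emission 590 nm | Evaluation: Higher resorufin formation from activation or reduction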
TNAP act hiacc: TNAP activators at high phosphate acceptor level, primary screen, biochemical, luminescence, uHTS | Alkaline phosphatase, tissue-nonspecific isozyme (Homo sapiens), P05186 | purified TNAP, CDP-star luminescence, 1 M DEA, 30 min; hits give high values; 0 = EDTA background, 1 = DMSO-only activity | activation factor at 20 µM | 200,000 tested, under 10 active | AID 1136, 2008;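 active means activation factor at least 2 at 20 µM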
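Measured by: Luminescent substrate turnover signal | Test system: Human TNAP | Input: TNAP 1/800 final | Dosing: 20 µM single point | Schedule: 30 min, room temperature | Controls: EDTA wells as negative control, DMSO wells as positive control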
Diaphorase inh: diaphorase inhibitors and chemical oxidizers, primary screen, counter-screen for diaphorase-coupled primary assays, biochemical, uHTS, resorufin fluorescence | diaphorase resazurin-to-resorufin fluorescence, NADH, 16 min; bacterial (C. kluyveri) enzyme, not human | inhibition, % at 20 µM | actives 0.69% (n = 190,000) | AID 1217, 2008;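 active means primary screen inhibition at 20 µM above a set limit, cut at about 50% in these data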;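 further: plate controls were DMSO with full reaction for no effect and wells lacking NADH for full effect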
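controls = No-NADH positive control and DMSO neutral control | system = Clostridium kluyveri diaphorase enzyme | timing = reaction incubation of 16 min at room temperature | signal = resorufin fluorescence 544/590 nm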
Efa HMGR inh: inhibitors of E. faecalis class II HMGR, primary screen, biochemical, Enterococcus faecalis. AID 1066, 2008. purified E. faecalis HMGR, NADPH absorbance 340 nm kinetic. HMG-CoA reductase (Enterococcus faecalis, mvaE). actives 0.41% (n = 190,000). inhibition, % at 10 µM;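 active means inhibition above a set limit, the median over all tested compounds plus 3 SD, cut at about 9.5% in these data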;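 further: enzyme runs in reverse so mevalonate oxidation gives rising NADPH absorbance; 0% = complete reaction with DMSO and 100% = background rate lacking mevalonate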
PMI act hi M6P: human PMI activators, high substrate, primary screen, biochemical, fluorescence intensity, near-saturating mannose 6-phosphate. AID 1216, 2008. coupled PMI enzyme assay, resazurin fluorescence, 20 min; hits give high values; 1 = untreated enzyme, 0 = substrate-free blank. activation factor at 20 µM. actives 0.34% (n = 190,000). Mannose-6-phosphate isomerase (Homo sapiens), P34949;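 active means activation factor of 2 or more at 20 µM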
Target sequence (P34949 whole entry, looked up): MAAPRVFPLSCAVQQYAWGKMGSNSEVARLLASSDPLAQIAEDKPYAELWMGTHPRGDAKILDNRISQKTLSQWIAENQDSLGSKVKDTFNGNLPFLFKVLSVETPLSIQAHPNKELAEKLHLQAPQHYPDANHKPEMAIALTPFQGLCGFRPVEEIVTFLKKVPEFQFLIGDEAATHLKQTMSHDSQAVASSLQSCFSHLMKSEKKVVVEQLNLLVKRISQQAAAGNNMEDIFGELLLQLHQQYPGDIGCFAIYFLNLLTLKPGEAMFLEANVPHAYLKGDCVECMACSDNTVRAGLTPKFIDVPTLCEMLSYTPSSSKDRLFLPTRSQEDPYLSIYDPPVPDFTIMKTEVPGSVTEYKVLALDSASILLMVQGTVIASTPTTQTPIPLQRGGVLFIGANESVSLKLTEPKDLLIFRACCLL
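Test system – human PMI in coupled enzyme assay · Timing – 20 min incubation at room temperature · Detection – Diaphorase-driven resazurin-to-resorufin fluorescence, excitation 544, emission 590 nm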
TNAP inh hi DEA: human TNAP enzyme inhibitors, primary screen, biochemical, luminescent, high phosphate acceptor level, uHTS; Alkaline phosphatase, tissue-nonspecific isozyme (Homo sapiens), P05186; purified TNAP, CDP-star luminescence, 1 M DEA; inhibition, % at 20 µM; actives 0.03% (n = 200,000); AID 1135, 2008;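 active means over 50% inhibition of tissue-nonspecific alkaline phosphatase at 20 µM in the single-dose screen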;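 further: plate controls were DMSO wells for no effect and EDTA-quenched wells as full inhibition for full effect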
G6PDH CS: L. mesenteroides G6PDH inhibitors, counter-screen for G6PDH-coupled screening assays, biochemical, Leuconostoc mesenteroides enzyme. actives 0.12% (n = 200,000). AID 1020, 2008. inhibition, % at 5 µM. glucose-6-phosphate dehydrogenase [Leuconostoc mesenteroides]. Purified L. mesenteroides G6PDH, diaphorase/resazurin coupled fluorescence, 45 min; in the data active means inhibition above about 50%
PMI activator: activators of human PMI, primary screen, biochemical, fluorescence intensity, near-Km mannose 6-phosphate | purified human PMI, coupled resazurin fluorescence, 20 min; hits give high values; 1 = vehicle control, 0 substrate-free wells | activation factor at 20 µM | actives 0.005% (n = 190,000) | AID 1214, 2008;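 active means activation factor of 2 or more at 20 µM, relative to plate controls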
FLuc stim CS: FLuc activators, initial screening, artefact control for FLuc-dependent activation tests, biochemical, ATPlite luminescence; activation factor at 10 µM; Luciferin 4-monooxygenase (Photinus pyralis), P08659; 200,000 tested, under 10 active; AID 1027, 2008; ATPlite luciferase biochemical, 10 min; 0 = ATP-free wells, 1 = DMSO control;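 active means luciferase activation factor, scaled between plate controls, of at least 2 with compound at 10 µM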
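Assay system: Luciferase/luciferin reagent mix; Medium: PBS as buffer for the ATP substrate; Dosing: test compounds dosed from 2 mM stocks in 100% DMSO; Times: 10 min, room temperature; Signal: luminescence from luciferase reaction; Read-out: luciferase activation; Controls: No-ATP low control, compound-free enzyme-plus-ATP high control.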
Numbers without * were called inactive; · = not tested or not shown. An unsorted share of the library; overall some 1.7% were active at least once.

SMILES	TNAP inh no acc	Diaphorase act	TNAP act hiacc	Diaphorase inh	Efa HMGR inh	PMI act hi M6P	TNAP inh hi DEA	G6PDH CS	PMI activator	FLuc stim CS
O=C(NNC1CC(=O)N(c2cccc(Cl)c2)C1=O)c1cccs1 (stereo not drawn)	-8	1	1	-4	5	1.1	-3	1	1.2	1.1
COc1ccc(NC(=O)c2cc(OC)c(OC)c(OC)c2)cn1	-9	0.9	1	8	-2	0.9	0	2	0.8	1
O=C(O)C(=O)/C(=C\c1ccc([N+](=O)[O-])cc1)c1ccc2ccccc2n1	2	0.9	1	9	-6	0.9	3	13	1	1
CCOc1cc(NC(=O)C2CC2)c(OCC)cc1NC(=O)c1cccnc1	-4	0.7	1	29	·	0.7	-1	4	0.9	1
CC(=O)N1CCN(S(=O)(=O)c2ccc(C)cc2)C1c1ccc(N(C)C)cc1 (stereo not drawn)	-13	0.9	1.1	11	-10	1	-5	3	1	1.1
CCOc1ccc(C(=O)Nc2cccc(-c3cc4ccccc4oc3=O)c2)cc1[N+](=O)[O-]	-5	1	1	4	2	1	-1	1	1	1.1
CCNC(=O)C(C)Oc1ccc(Cl)cc1Cl (stereo not drawn)	0	1	1	0	-5	1	2	11	0.9	1
Cc1cccc(N2CCN(Cc3cnc(Cl)s3)CC2C)c1 (stereo not drawn)	-8	1	1.1	-4	-3	1	-6	8	1.1	1.1
CC(=O)NC12CC3CC(C1)CC(C(=O)OCC(=O)Nc1ncc(Cl)c(C)c1Cl)(C3)C2	-4	0.8	1.1	24	-1	0.9	-6	4	1	1.1
c1cnc(-c2noc(CN3CCN(C4C5CC6CC(C5)CC4C6)CC3)n2)cn1 (stereo not drawn)	-2	0.9	1	8	4	0.9	0	10	0.9	1
CCc1ccc(NC(=O)CSc2nc(NS(=O)(=O)c3ccccc3)cc(=O)[nH]2)cc1	-2	·	1	·	10*	·	3	2	·	1
CCOC(=O)N1CCN(C(=O)CN(c2cccc(OC)c2)S(C)(=O)=O)CC1	-3	0.8	1	19	-8	0.9	-1	3	0.9	1.1
CC(SCc1ccccc1)C(=O)N/N=C/c1ccc(OCC(=O)NCc2ccco2)cc1 (stereo not drawn)	-20	0.9	1	14	1	1	-4	2	0.9	1.1
CCNc1nc(Cl)nc(N(NC(C)=O)C(C)CC)n1 (stereo not drawn)	-18	0.8	1.1	19	-3	1.2	-5	-1	1.1	1.1
N#Cc1ccccc1OCCOCCNC1CCCC1	-7	0.9	1	6	-3	1.1	4	5	1	1
CC(=O)Nc1ccc(N2C(=O)c3ccc(C(=O)Nc4nnc(SCc5ccc(F)cc5)s4)cc3C2=O)cc1	-4	1.1	1	-8	-5	1.1	0	0	1.1	1
O=C(CSc1nnc(NC(=O)c2ccccc2Cl)s1)Nc1ccc2c(c1)oc1ccccc12	-10	0.9	1	6	-3	1.3	-4	3	1.4	0.5
CCOC(=O)C1CCN(C(=O)c2ccccc2NS(=O)(=O)c2cc(C)ccc2C)CC1	-6	0.9	1	7	-2	1	2	-6	0.9	1
COc1c(C)cc(Br)cc1C(=O)Nc1ccc(C)cc1[N+](=O)[O-]	5	0.9	1	6	1	1	3	6	0.9	1.1
Cc1ccc(Cn2nnc3c(=O)[nH]c(C4CCCN(S(=O)(=O)c5ccccc5)C4)nc32)cc1 (stereo not drawn)	-6	0.9	1	11	-6	1	-4	3	1	1.1
CNC(=O)COC(=O)CCC(=O)c1ccc(Cl)cc1	-9	1	1	4	1	1.1	0	1	1.1	1
CCN1C(=O)CSc2ccc(C(=O)NCCCN3CCOCC3)cc21	-7	1.1	1	-5	-9	1.1	-3	4	1	1
Cc1oc(-c2ccccc2Cl)nc1CSc1nc2c(c(=O)[nH]1)CCC2	-4	0.9	1	11	1	0.9	-4	15	1	1
COc1cccc(-n2c(Cc3cc(=O)[nH]c(=O)[nH]3)nnc2SCC(=O)Nc2ccccc2)c1	-14	0.8	1.1	16	3	1	-7	0	1	1.1
COc1cc(OC)cc(C(=O)NC(C)c2ccc(Br)cc2)c1 (stereo not drawn)	-10	0.9	1	6	0	0.9	-2	16	0.9	1
Continuation.
SMILES	TNAP inh no acc	Diaphorase act	TNAP act hiacc	Diaphorase inh	Efa HMGR inh	PMI act hi M6P	TNAP inh hi DEA	G6PDH CS	PMI activator	FLuc stim CS
Cc1cc(C)c(-c2csc(NC(=O)C3=NN(c4ccccc4)C(=O)CC3)n2)c(C)c1	6	0.7	1	28	-2	1	1	-3	0.9	1.1
O=C(CCN1C(=O)c2ccccc2C1=O)N1CCN(Cc2ccccc2)CC1	-10	0.9	1	7	1	1.1	-2	5	1	1.1
Cc1cc(NC(=S)N(Cc2cccc(Br)c2)CC2CCC(C(=O)O)CC2)ccc1Cl (stereo not drawn)	8	0.9	1	7	1	1	-2	7	1	1.1
CCOC(=O)CN(C(=O)CNC(=O)c1ccco1)C(C(=O)NC1CCCCC1)c1cccc(OC)c1 (stereo not drawn)	-11	0.9	1	11	-4	1	-3	4	1	1.1
CCN(CC)CCCNC(=O)c1cc2c(-c3ccc(Cl)cc3)nn(C)c2s1	-15	1.1	1	-11	-2	0.9	-3	9	0.9	1
COc1cc(C(=O)Nc2ccc3c(c2)OCCO3)ccc1-n1cnnn1	4	0.8	1	19	2	0.9	-1	2	1	1
CC1(CCc2ccccc2)NC(=S)N(c2ccc(Cl)cc2)N1 (stereo not drawn)	-31	0.9	1	8	-1	2.7*	3	17	1.7	1
O=S(=O)(c1ccc(Cl)cc1)N1CCN(C(=S)Nc2ccc(F)c(Cl)c2)CC1	-7	0.9	1	12	-5	1	1	-1	0.9	1
O=C(Cc1ccccc1)NCCCc1ccccc1	7	0.9	1	5	-5	1	4	6	1	1.1
CCOc1ccc(C(Nc2ccc(C)cc2)P2(=O)OCCC(C)O2)cc1 (stereo not drawn)	-8	1	1	5	1	1	1	-5	1	1
CC1=C(C(=O)OCc2ccccc2)C(/C=C/c2ccccc2)NC(=S)N1 (stereo not drawn)	-3	0.8	1	17	10*	0.9	-2	-3	0.8	1
Cc1c(Cl)ccc2c1NC(=O)[C@]21N[C@@H](CCC(N)=O)[C@H]2C(=O)N(c3ccc(F)cc3)C(=O)[C@H]21	-2	0.9	1	14	-3	0.9	-4	1	1	1
Cc1cccc(NC(=S)N2CCN(Cc3ccccc3)CC2)c1C	-9	0.8	1	18	-8	0.8	2	-2	0.8	1
O=C1N(c2ccc(Cl)cc2)C(c2ccc(Cl)cc2)N2CCCN12 (stereo not drawn)	-8	0.8	1	20	-7	0.9	4	8	0.9	1
CCc1ccc(NC(=O)CSc2nc3ccccc3c(=O)n2CCCN2CCC(C)CC2)cc1	-38	1.1	1.1	-11	-1	1.1	-8	7	1	1.1
CC(C)OP(=O)(OC(C)C)C(O)c1ccc2c(c1)OCO2 (stereo not drawn)	-23	0.9	1	9	0	1	-3	2	1	1.1
CCCCN(CC)CCNC(=O)CCC(=O)Nc1ccc2nc(N3CCN(C)CC3)cc(C)c2c1	-5	1.3	1	-30	7	0.4	0	10	0.7	1
OCC1(CCc2ccccc2)CCN(Cc2c(F)ccc(F)c2F)CC1	-4	·	1	·	-2	·	-1	10	·	1.1
COc1ccc(S(=O)(=O)N/N=c2\oc3c(OC)cccc3cc2S(=O)(=O)c2ccc(C)cc2)cc1OC	6	0.8	0.9	19	2	0.9	9	4	0.9	1
Cc1cc(CNC(=O)CC2C(=O)NCCN2Cc2ccccc2C(F)(F)F)nn1C (stereo not drawn)	-7	·	1	·	-1	·	-2	10	·	1.1
CC1SC(c2ccc(F)cc2)NC1=O (stereo not drawn)	-7	1	1	0	1	1.1	-4	3	1.1	1.1
O=C(NCCCN1CCCC1=O)c1ccc2c(c1)NC(=O)C(N1CCOCC1)S2 (stereo not drawn)	-9	0.9	1	7	-4	1.1	0	-4	1	1
COCCCNC(=O)CSc1nc2ccccc2c(=O)n1Cc1ccc2c(c1)OCO2	-7	0.9	1	5	3	1	2	-5	1	1
Cc1ccc(-c2nc3ccccc3n2C)o1	-8	1	1	5	0	1	-3	-1	0.9	0.3
C1CCC(Nc2nnnn2C2CCCCC2)CC1	-10	0.8	1	16	0	0.9	-5	1	1	1.1
Next compounds follow:
SMILES	TNAP inh no acc	Diaphorase act	TNAP act hiacc	Diaphorase inh	Efa HMGR inh	PMI act hi M6P	TNAP inh hi DEA	G6PDH CS	PMI activator	FLuc stim CS
Cc1ccc(S(=O)(=O)N(C)C)cc1NC(=S)NCc1ccco1	-15	0.8	1	16	2	1	-1	-4	1	1.1
CCC(C)NC(=O)CS(=O)Cc1nc(-c2cccc(C)c2)oc1C (stereo not drawn)	-6	1.1	0.9	-5	2	1	6	1	1	0.9
O=C(Cc1ccccc1)NNC(=O)Cc1ccccc1	-111	1	1.1	-2	-6	1.1	-7	-1	1	1.1
Cc1ccc(S(=O)(=O)N(C)c2ccc(OCC(=O)Nc3nc4ccccc4s3)cc2)cc1	-10	0.9	1	12	1	1	0	2	0.8	1
c1ccc(C(c2ccccc2)N2CCN(c3ccc4ccccc4n3)CC2)cc1	-6	0.9	1.1	6	-1	1	-6	-24	0.9	1.1
Cc1nn(C(C)C)c(C)c1CN1CCCC(CCC(=O)NCc2ccccc2F)C1 (stereo not drawn)	-1	1	1	2	-5	0.9	0	15	0.8	1
Cc1cc(N)n(Cc2ccc(Cl)cc2)n1	-10	0.8	1	18	-3	1	-4	4	0.9	1.1

Entries above shown as hits in Efa HMGR inh:
Molecule | TNAP inh no acc | TNAP act hiacc | Efa HMGR inh | PMI act hi M6P | TNAP inh hi DEA | PMI activator | FLuc stim CS
CCc1ccc(NC(=O)CSc2nc(NS(=O)(=O)c3ccccc3)cc(=O)[nH]2)cc1 | -2 | 1 | 10* | · | 3 | · | 1
CC1=C(C(=O)OCc2ccccc2)C(/C=C/c2ccccc2)NC(=S)N1 (stereo not drawn) | -3 | 1 | 10* | 0.9 | -2 | 0.8 | 1
